High-throughput results (PubChem BioAssay)
Measles CPE = protection of cells from measles virus; Measles virus-infected cells, CPE protection, absorbance; protection (pct of control), % at 4 µM; 140,000 tested, 1.5% active; in the data active means protection mostly above about 24%, no sharp cut-off; inactive means mostly below about 26%; further: some compounds called inactive have numbers as strong as hits
E-sel TNF inh = blocks E-selectin expression induced by TNF alpha | HUVEC TNFa-induced E-selectin immunofluorescence, high content | inhibition, % at 2 µM | 120,000 tested, 0.71% active | AID 1246;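 active means inhibition above the batch mean plus 3 SD, and confirmed as a hit on visual image review, cut at about 43% in these data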;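 further: 0% = TNF-stimulated DMSO wells and 100% = unstimulated control wells; not every result past the cut was called active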
GALR2 antag = antagonists of human galanin receptor 2 (GALR2); O43603; GALR2-expressing cells, antagonist mode; inhibition, % at 4 µM; 140,000 tested, 0.39% active; in the data active means inhibition above about 27%;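 further: cells stimulated with galanin 1-16 at roughly its EC80; 0% = agonist challenge control and 100% = basal control without agonist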
Target sequence (O43603 whole entry, looked up): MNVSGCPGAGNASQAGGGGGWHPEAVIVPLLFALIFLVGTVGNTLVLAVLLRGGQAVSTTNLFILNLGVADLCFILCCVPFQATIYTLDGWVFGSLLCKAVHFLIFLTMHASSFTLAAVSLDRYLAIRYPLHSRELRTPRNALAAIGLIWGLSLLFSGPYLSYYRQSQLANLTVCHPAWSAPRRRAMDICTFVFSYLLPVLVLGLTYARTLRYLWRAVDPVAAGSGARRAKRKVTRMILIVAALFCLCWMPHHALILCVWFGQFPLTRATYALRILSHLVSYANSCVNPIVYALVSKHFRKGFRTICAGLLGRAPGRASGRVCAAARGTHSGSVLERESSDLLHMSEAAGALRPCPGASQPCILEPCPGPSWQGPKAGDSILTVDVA
PTEN del growth = suppresses growth of cells with PTEN deletion; HCT116 PTEN-null viability, CellTiter-Glo, 60 h; stronger effect = lower value; viability, % at 10 µM; 140,000 tested, 1.2% active; AID 827;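 active means viability at or below a set limit, 4 SD under the median of all tested compounds, cut at about 3.7% in these data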;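 further: PTEN knockout HCT116 line with beta catenin targeted HCT116 as companion control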
BB579 growth dn = yeast BB579 growth reduction in restrictive medium. S. cerevisiae BB579 growth, OD615, 48 h. inhibition, % at 10 µM. 140,000 tested, 0.51% active. AID 804;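 active means inhibition above a set limit, 3 SD over the mean compound inhibition, cut at about 44% in these data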; further: inactives centre near -24
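Test system: Saccharomyces cerevisiae DeaD strain BB579, replicative lifespan model yeast | Buffer or medium: Restrictive CSMM-D medium | Doses: One dose, 10 µM compound with 0.25% DMSO | Incubation: 48 h exposure, 30 °C | Detection: Culture absorbance at 615 nm | Control set: Amphotericin B at 10 µg/mL as positive control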
HCT116 bCat-KO = beta-catenin-lacking colon tumor cell growth suppression; HCT116 beta-catenin knockout viability, CellTiter-Glo, 60 h; stronger effect = lower value; viability, % at 10 µM; 140,000 tested, 1.5% active; AID 818;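 active means viability at or under a set limit, the compound median less 4 SD, cut at about 6% in these data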;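 further: 0% = Hyamine 1622 control at 20 µM and 100% = untreated cell control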
MRP1 act = activates MRP-1 | H69AR cells + doxorubicin, viability rescue, CellTiter-Glo | viability increase, % at 10 µM | 140,000 tested, 0.61% active | AID 799;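 active means viability gain under doxorubicin at or above a set limit, the compound median plus 3 SD, cut at about 4.7% in these data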;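 further: MRP-1 overexpressing cells given doxorubicin 25 µM after compound pretreatment; 18-22 h compound pretreatment then 72 h with doxorubicin before readout; 0% = doxorubicin-only wells and 100% = vehicle-treated cells without doxorubicin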
NPY-Y2 antag = blocks the human neuropeptide Y Y2 receptor | P49146 | NPY-Y2 expressing cells, antagonist mode | inhibition, % at 2.7 µM | 140,000 tested, 0.99% active | AID 793; in the data active means inhibition above about 17%;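 further: 0% = vehicle with agonist challenge and 100% = reference antagonist with challenge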
Target sequence (P49146 whole entry, looked up): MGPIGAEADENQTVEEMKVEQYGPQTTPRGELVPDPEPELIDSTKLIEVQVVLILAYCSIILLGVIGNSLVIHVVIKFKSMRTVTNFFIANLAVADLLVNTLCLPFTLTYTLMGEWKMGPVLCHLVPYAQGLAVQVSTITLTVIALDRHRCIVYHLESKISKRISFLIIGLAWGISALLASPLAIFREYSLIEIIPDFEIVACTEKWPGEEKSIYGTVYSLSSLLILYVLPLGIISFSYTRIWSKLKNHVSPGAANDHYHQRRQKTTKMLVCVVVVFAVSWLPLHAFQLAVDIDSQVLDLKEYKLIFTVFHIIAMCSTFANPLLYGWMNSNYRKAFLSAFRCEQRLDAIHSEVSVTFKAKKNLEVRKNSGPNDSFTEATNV
Yeast life ext = extends the lifespan of yeast; inhibition of the nicotinamide effect, % at 10 µM; S. cerevisiae growth with nicotinamide, OD615; deaD strain in restrictive glucose medium; 130,000 tested, 0.68% active; AID 775;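 active means inhibition above a set limit, placed 3 SD over the median of all compounds, cut at about 26% in these data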;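 further: 0% = nicotinamide-treated wells and 100% = cells grown without nicotinamide; some compounds called inactive have numbers as strong as hits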
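Assay system: engineered S. cerevisiae DeaD replicative-lifespan strain, galactose-grown log-phase cells; medium: restrictive CSMM-D dextrose medium; also added: nicotinamide, 1.5 mM, co-present with compound; schedule: 48 h compound exposure at 30 °C, humidified; detection: absorbance at 615 nm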
Phagocytosis inh = macrophage phagocytosis inhibition | J774A.1 macrophage IgG-bead phagocytosis, imaging | inhibition, % at 5 µM | 110,000 tested, 0.07% active;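 active means inhibition above the mean of the plate negative controls plus 5 SD, cut at about 13% in these data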;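 further: phagocytic index as fraction of beads internalized from green versus red external bead signal; plate controls were DMSO negative control for no effect and cytochalasin-D positive control for full effect; some results beyond the cut were filed as inactive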
The depositor's hits bear a star; x = not tested or not shown; & = joins results of further samples.

(1) O=C(Nc1cccc(C(=O)N2CCCCCC2)c1)c1ccco1
(2) CC(C)NC(=O)NC(=O)COC(=O)c1ccccc1F
(3) Cc1nn(Cc2ccccc2Cl)c(C)c1C(=O)N1CCN(c2ccccc2)CC1
(4) COc1cc2ccccc2cc1C(=O)Nc1ccc(S(=O)(=O)Nc2cc(C)on2)cc1
(5) Fc1ccccc1CSc1nc2ccccc2[nH]1
(6) CC1(C)CC(=O)C2=C(C1)N(Cc1ccccc1)C(=O)C2(NC(=O)C(C)(C)C)C(F)(F)F (stereo unspecified)
(7) c1ccc2ncc(-n3cnnn3)cc2c1
(8) Cc1ccc(N(CC(=O)Nc2ccccc2-c2ccccc2)S(=O)(=O)c2ccccc2)c(C)c1
Assay by compound	1	2	3	4	5	6	7	8
Measles CPE	4	17	14	5	23	10	38*	7
E-sel TNF inh	16	9	23	x	-14	-3	-10	-7
GALR2 antag	4	5	0	-5	-1	2	4	-4
PTEN del growth	93	97	47	106	96	91	106	58
BB579 growth dn	-35	-24	-56	-32	-33	-11	-86	-60
HCT116 bCat-KO	91	95	51	99	99	94	103	47
MRP1 act	-1.6	3.0	-2.1	2.3	0.2	-2.9	-0.3	-1.1
NPY-Y2 antag	4	3	6	1	5	-1	3	4
Yeast life ext	-3	-1	12	2	-4	-7	-4	13
Phagocytosis inh	2	-12	0	x	-1	x	2	-12

(9) Cc1cc(C)nc(SCC(=O)NCc2ccco2)n1
(10) CCN(CC)c1ccc(C(=O)OCC(=O)Nc2ccccc2-c2ccccc2)cc1
(11) CCS(=O)(=O)N1CCN(c2ccc(C(=O)NC34CC5CC(CC(C5)C3)C4)cc2[N+](=O)[O-])CC1
(12) CS(=O)(=O)Nc1ccccc1C(=O)N1CCN(c2ccccc2)CC1
(13) O=C(CSc1nnc(Nc2ccccc2)s1)NCCN1C(=O)CSC1=O
(14) O=C(CSCc1ccc([N+](=O)[O-])cc1)Nc1ccc(S(=O)(=O)N2CCCCCC2)cc1
(15) Cc1ccc(OCCCC(=O)N2CCOCC2)cc1
(16) C=CCN(C(=O)CCC(=O)O)C1CC(=O)N(c2ccc(OC)cc2)C1=O (stereo unspecified)
Assay by compound	9	10	11	12	13	14	15	16
Measles CPE	15	18	24	21	20	5	8	11
E-sel TNF inh	-7	17	3	-20	x	-6	2	-4
GALR2 antag	-6	-3	8	17	-2	6	13	-3
PTEN del growth	100	18	94	92	98	89	91	101
BB579 growth dn	-25	-50	-31	-68	-3	-22	-49	26
HCT116 bCat-KO	95	14	91	91	94	92	98	96
MRP1 act	-1.4	-0.8	-2.3	-2.0	1.3	-0.1	-0.1	-0.2
NPY-Y2 antag	1	21*	1	-1	4	1	1	2
Yeast life ext	-3	7	2	-15	-6	7	-21	-9
Phagocytosis inh	0	-4	x	0	-12	-1	x	1

Ordered by count of non-hydrogen atoms (ascending): three of the compounds above.
(12) CS(=O)(=O)Nc1ccccc1C(=O)N1CCN(c2ccccc2)CC1
(13) O=C(CSc1nnc(Nc2ccccc2)s1)NCCN1C(=O)CSC1=O
(11) CCS(=O)(=O)N1CCN(c2ccc(C(=O)NC34CC5CC(CC(C5)C3)C4)cc2[N+](=O)[O-])CC1
Assay by compound	12	13	11
Measles CPE	21	20	24
E-sel TNF inh	-20	x	3
GALR2 antag	17	-2	8
PTEN del growth	92	98	94
BB579 growth dn	-68	-3	-31
HCT116 bCat-KO	91	94	91
MRP1 act	-2.0	1.3	-2.3
NPY-Y2 antag	-1	4	1
Yeast life ext	-15	-6	2
Phagocytosis inh	0	-12	x

Next entries:
(17) CCC(=O)Nc1ccc(SC#N)cc1C
(18) COc1ccc(Cc2nnc(SCC(=O)c3ccc(OC)cc3)o2)cc1
(19) COc1ccc(CNC(=O)COc2ccc([N+](=O)[O-])cc2)cc1
(20) CCOC(=O)c1c(C)[nH]c(C=Nc2ccccc2)c1O
(21) COc1ccc(O)c(C2=Nc3ccccc3N=C(c3cccs3)C2)c1
(22) Cc1nnc(SC(C)C(=O)Nc2ccc(S(=O)(=O)N3CCCCCC3)cc2)s1 (stereo unspecified)
(23) CCCCCCn1c(=O)c(-c2ccccc2)c(O)c2ccccc21
(24) O=C(CSc1nc(-c2ccccc2)cs1)Nc1nccs1
Assay by compound	17	18	19	20	21	22	23	24
Measles CPE	21	5	13	7	10	5	2	26
E-sel TNF inh	15	-4	10	3	x	16	18	x
GALR2 antag	11	-15	-3	4	-4	-10	0	8
PTEN del growth	68	105	90	97	65	89	104	101
BB579 growth dn	3	-81	8	14	-25	-51	34	-1
HCT116 bCat-KO	82	83	97	91	73	95	97	102
MRP1 act	-2.1	-0.4	-1.7	-0.6	-2.4	-4.0	-1.7	-3.0
NPY-Y2 antag	-1	8	1	4	6	1	-2	4
Yeast life ext	-2	-6	-5	-4	-1	-21	-1	-10
Phagocytosis inh	1	0	x	-1	x	1	-1	-2

(25) CC(OC(=O)c1ccc(Cl)c(S(=O)(=O)N2CCc3ccccc32)c1)C(=O)Nc1ncc(Cl)cc1Cl (stereo unspecified)
(26) CN=C1S/C(=C\c2ccc(Sc3ccc(Cl)cc3)o2)C(=O)N1C
(27) CC1=C2C(CCS2(=O)=O)CC2(C1)C(=O)OC(C)(C)OC2=O (stereo unspecified)
(28) C=CCN1C(=O)CN=C1Nc1cccc(C)c1
(29) CCN(Cc1ccncc1)C(=O)c1cccc(S(=O)(=O)N2CCOCC2)c1
(30) COc1ccc(N2CCC(CNS(=O)(=O)c3cccc(C(F)(F)F)c3)C2)cc1 (stereo unspecified)
(31) COc1nc(Nc2ccc(OC)c(Cl)c2)nc(OC)n1
(32) Cc1cc(Nc2ccc(Cl)cc2)n2nnnc2n1
Assay by compound	25	26	27	28	29	30	31	32
Measles CPE	11	2	2	3	3	10	7	20
E-sel TNF inh	26	39	5	x	-9	-3	-12	-28
GALR2 antag	-4	1	-17	11	7	-3	-3	19
PTEN del growth	82	94	116	102	108	96	82	92
BB579 growth dn	-53	-34	-5	0	-46	-26	-65	-26
HCT116 bCat-KO	84	97	102	99	95	94	92	105
MRP1 act	-2.1	1.3	-0.1	-2.0	-0.8	-2.6	-1.9	-0.1
NPY-Y2 antag	2	2	0	0	3	3	1	3
Yeast life ext	4	-13	-8	-4	-10	-6	-14	-24
Phagocytosis inh	x	x	0	0	0	x	-5	-1

(33) O=C(c1ccc(S(=O)(=O)N2CCCCC2)cc1)N1CCN=C1SCc1cccnc1
(34) O=C(OCC(=O)N1CCN(C(=O)c2ccco2)CC1)c1ccccc1OCc1ccc(Cl)cc1
(35) CC12CCC(O)CC1=CCC1C2CCC2(C)C1CCC21CCC(=O)O1 (stereo unspecified)
(36) Cc1cccc(C)c1NC(=O)/C(C#N)=C/c1ccsc1
(37) CCN(CC)C(=O)C(Sc1ccccc1)c1ccccc1 (stereo unspecified)
(38) CCOC(=O)CC(NC(C)=O)c1ccc([N+](=O)[O-])cc1 (stereo unspecified)
(39) CCOC(=O)CNC(=O)c1c(C)nn(-c2ccccc2)c1Cl
(40) O=C(Oc1c(Cl)cc(Cl)c2cccnc12)c1cccs1
Assay by compound	33	34	35	36	37	38	39	40
Measles CPE	17	6	6	18	61*	8	13	6
E-sel TNF inh	12	2	-33	17	-44	x	-8	0
GALR2 antag	-12	2	14	2	-7	-8	7	3
PTEN del growth	83	53	89	90	88	89	108	12
BB579 growth dn	-21	-42	-4	-4	-8	-2	-34	99*
HCT116 bCat-KO	82	66	89	85	90	91	87	12
MRP1 act	0.4	1.9	-0.7	-4.2	-4.0	-2.4	-1.1	-0.7
NPY-Y2 antag	3	0	0	3	6	1	-1	2
Yeast life ext	2	-14	10	0	-8	3	-14	x
Phagocytosis inh	0	2	x	-6	1	0	-5	x

(41) CCC(=O)N=c1sc2cc([N+](=O)[O-])ccc2n1CCOC
(42) Cc1ccc(-n2c3c(cc(C(=O)NC4CCSC4=O)c2=O)C(=O)CCC3)cc1 (stereo unspecified)
(43) Cc1cccc(NC(=O)CSc2ccc(-c3ccc4c(c3)OCO4)nn2)c1C
(44) CCS(=O)(=O)N1CCN(Cc2ccccc2OC)CC1
(45) COc1ccc(C(=O)COC(=O)COc2ccc(C)c(C)c2)cc1
(46) Cc1cccc(N2CCN(C(=O)C3CCN(S(=O)(=O)c4cnc[nH]4)CC3)CC2)c1C
(47) Cc1ccc(/C=N/NC(=O)Cc2c[nH]c3ccccc23)c(C)c1
(48) CC1CN(Cc2ccc(C#N)cc2Cl)CC(C)O1 (stereo unspecified)
Assay by compound	41	42	43	44	45	46	47	48
Measles CPE	8	11	4	5	1	26	x	0
E-sel TNF inh	x	-8	x	11	1	-1	-23	x
GALR2 antag	-5	-5	6	-3	-4	3	13	-7
PTEN del growth	97	94	50	103	104	95	31	93
BB579 growth dn	-21	-20	-28	-23	-1	-13	-75	-2
HCT116 bCat-KO	95	104	53	87	92	92	40	78
MRP1 act	-1.5	-1.6	-4.9	-1.2	1.2	-3.3	-1.0	-2.4
NPY-Y2 antag	3	-1	2	1	6	0	1	2
Yeast life ext	-2	-17	1	-9	8	4	-7	-1
Phagocytosis inh	x	-2	-8	0	-4	-3	-1	-1

(49) O=C(CCSCCC(=O)NCc1cccs1)NCc1cccs1
(50) CC(=O)CCc1c(C)c2cc(C)ccc2[nH]c1=O
(51) CCn1c(SC(=O)NC2CCCCC2)nnc1-c1cccs1
(52) CCOC(=O)CSc1nc(-c2ccccc2)nc2ccc(F)cc12
(53) COc1ccc(NC(=O)c2cc3c(-c4ccc(OC)c(OC)c4)nn(C)c3s2)cc1OC
(54) CCn1c(=O)c([N+](=O)[O-])c(NCCc2ccccc2)c2ccccc21
(55) COc1cc2nc(SCc3c(C)noc3C)n(CCC3=CCCCC3)c(=O)c2cc1OC
(56) N#Cc1ccc(-c2cccnc2)nc1SCC(=O)Nc1sc2c(c1C#N)CCC2
(57) Cc1cc(-c2ccccc2)n2nc(C)c(C#N)c2n1
(58) Cc1cccc(NC(=O)C2(c3cccs3)CCOCC2)c1
Assay by compound	49	50	51	52	53	54	55	56	57	58
Measles CPE	20	5	5	12	14	37	19	4	24	11
E-sel TNF inh	x	9	-28	x	x	29	-38	x	1	x
GALR2 antag	5	-10	8	-13	-7	-12	1	9	-1	-1
PTEN del growth	100	101&91	104	83	54	75	48	93	90	94
BB579 growth dn	-19	-31	-31	-44	-27	-2	-24	-44	-12	-11
HCT116 bCat-KO	99	86	92	88	57	81	50	87	83	95
MRP1 act	0.0	-1.1	-0.4	-2.2	-3.7	-1.7	-2.3	-0.1	-2.6	-2.5
NPY-Y2 antag	0	-2	3	13	2	12	4	-2	2	3
Yeast life ext	-5	-8	-3	6	-5	-5	-9	-18	-21	2
Phagocytosis inh	0	0	0	1	0	0	0	0	4	-7
